Screening data as filed in PubChem.
BoNT-A LC inh2 – BoNT/A light chain protease inhibitors, primary screen, biochemical, flow cytometry, MLPCN library. Botulinum neurotoxin type A light chain protease (Clostridium botulinum A str. ATCC 3502). multiplex microsphere protease substrate cleavage. inhibition, % at 10 µM. 360,000 compounds, 0.17% hits; further: plate controls were buffer without enzyme for full effect and enzyme alone for no effect
Y pestis TopoI – Yersinia pestis topoisomerase I inhibitors, primary screen, biochemical, cleavage product accumulation, plate reader, single point | DNA topoisomerase I (Yersinia pestis CO92) | Y. pestis Topo-I cleavage product accumulation | activity, % at 10 µM | 360,000 compounds, 0.064% hits | AID 504884, 2011; in the data active means activity above about 50%, passing the limit was not always enough; inconclusive means no clear call, values can overlap the other calls; further: inactives centre near 2
SARS 3CLpro inh – SARS-CoV 3CLpro protease inhibitors, primary screen, biochemical, quenched FRET. AID 1706, 2009. inhibition, % at 6 µM. recombinant SARS-CoV 3CLpro, quenched FRET peptide cleavage. Replicase polyprotein 1ab (Severe acute respiratory syndrome coronavirus), P0C6X7. 290,000 compounds, 0.14% hits; in the data active means inhibition above about 12%
PrPC surface inh – inhibitors of human cell surface prion protein PrPC, primary screen, cell-based, TR-FRET. Major prion protein (Homo sapiens), P04156. TR-FRET read-out. inhibition, % at 13.8 µM. 370,000 compounds, 0.43% hits. AID 720596, 2013; in the data active means inhibition above about 24%; further: 0% = median of the test wells and 100% = reference compound wells
BH1578 lux ind – inducers of Vibrio cholerae quorum light production without autoinducers, primary screen, BH1578 luxS cqsA deficient, single point | V. cholerae BH1578 lux reporter, luminescence, 6 h | activation, % at 18.7 µM | 350,000 compounds, 0.16% hits; in the data active means activation mostly above about 9.7%, no sharp cut-off; inconclusive means no clear call, values can overlap the other calls; inactive means mostly below about 3.7%; further: not every result past the cut was called active; inactives centre near 0; reference of the scale not given here
TcdB GH inh – TcdB glycohydrolase inhibitors, primary screen, biochemical, single point, plate reader; Toxin B (Clostridioides difficile), P18177; TcdB glycohydrolase enzymatic assay; inhibition, % at 9.99 µM; 350,000 compounds, 0.24% hits; AID 652162, 2013; in the data active means inhibition above about 10%
PfHsp40 yeast – rescue of yeast from PfHsp40 toxicity, primary screen, S. cerevisiae, ATP luminescence | S. cerevisiae expressing PfHsp40, growth rescue | growth rescue, % at 12.5 µM | 340,000 compounds, 0.68% hits | AID 504582, 2011; in the data active means growth rescue above about 28%, passing the limit was not always enough; inconclusive means no clear call, values can overlap the other calls;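 further: yeast W303a lacking pdr1 and pdr3 grown in galactose medium; growth measured after three days at 30 °C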
Anthrax LF prot – Bacillus anthracis LF protease inhibitors, primary screen, biochemical, multiplex microsphere, MLPCN library; AID 588501, 2011; multiplex microsphere protease cleavage assay; inhibition, % at 10 µM; Lethal factor (Bacillus anthracis), P15917; 360,000 compounds, 0.12% hits; further: plate controls were buffer without enzyme for full effect and enzyme alone for no effect
Target sequence (P15917 whole entry, looked up): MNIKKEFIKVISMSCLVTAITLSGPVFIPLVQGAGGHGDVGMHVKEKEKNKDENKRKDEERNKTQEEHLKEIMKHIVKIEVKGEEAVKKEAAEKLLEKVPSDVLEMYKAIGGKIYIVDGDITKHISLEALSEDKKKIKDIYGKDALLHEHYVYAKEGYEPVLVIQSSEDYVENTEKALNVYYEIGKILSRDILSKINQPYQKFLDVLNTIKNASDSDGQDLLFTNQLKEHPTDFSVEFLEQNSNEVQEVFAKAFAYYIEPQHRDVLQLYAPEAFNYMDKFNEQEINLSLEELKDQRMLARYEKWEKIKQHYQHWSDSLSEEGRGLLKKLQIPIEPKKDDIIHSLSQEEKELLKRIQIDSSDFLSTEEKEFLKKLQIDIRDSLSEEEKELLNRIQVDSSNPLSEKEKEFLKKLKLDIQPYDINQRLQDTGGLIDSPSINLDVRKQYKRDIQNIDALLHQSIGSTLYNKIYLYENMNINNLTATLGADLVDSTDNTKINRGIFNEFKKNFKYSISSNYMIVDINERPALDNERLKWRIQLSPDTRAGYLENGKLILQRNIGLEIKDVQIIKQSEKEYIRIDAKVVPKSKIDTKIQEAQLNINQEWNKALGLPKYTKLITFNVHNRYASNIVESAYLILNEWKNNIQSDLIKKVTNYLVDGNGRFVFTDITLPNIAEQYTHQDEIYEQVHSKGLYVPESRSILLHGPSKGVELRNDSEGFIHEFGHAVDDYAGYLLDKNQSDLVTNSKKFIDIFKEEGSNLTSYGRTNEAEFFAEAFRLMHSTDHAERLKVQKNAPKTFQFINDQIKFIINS
SSB-PriA inh – inhibitors of Klebsiella pneumoniae PriA binding to SSB C-terminal tail, primary screen, biochemical, AlphaScreen. PriA–SSB C-terminal tail interaction (Klebsiella pneumoniae). AlphaScreen SSBct-PriA binding, biotinylated peptide. 430,000 compounds, 0.6% hits. AID 1272365, 2023. inhibition, % at 33 µM; in the data active means inhibition mostly above about 37%, no sharp cut-off; inactive means mostly below about 20%;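 further: plate controls were negative control peptide for no effect and reference peptide for full effect; strong numbers were not always called active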
An asterisk follows results filed as active; i = inactive; u = inconclusive; x = not tested or not shown; & = joins results of further samples. Unless noted, no stated cut-off is given here; in the data, active means inhibition above about 30%; inconclusive means no clear call, values can overlap the other calls; inactive means below that. A portion of the library; the hit share may differ from the screen's.

SMILES | BoNT-A LC inh2 | Y pestis TopoI | SARS 3CLpro inh | PrPC surface inh | BH1578 lux ind | TcdB GH inh | PfHsp40 yeast | Anthrax LF prot | SSB-PriA inh
Cc1ccc(C)c(NC(=O)Cc2ccc(S(=O)(=O)N3CCCCC3)s2)c1 | 0.8 | 2 | -1 | 0 | -1.4 | x | -1.5 | -2 | -1
CCC(=O)OC1CC(C)N(C(=O)c2ccccc2)c2ccc(C)cc21 (stereo not drawn) | 0.9 | 19 | 3 | 14 | i | 0.4 | -1.7 | 2 | -17
NCCc1ccc(O)cc1 | 0.5 | -2 | -7 | 5 | i | 1.6 | 1.3 | 1 | -4
COc1ccccc1C(=O)Nc1ccnn1C1CCN(C)CC1 | 0.7 | 1 | 1 | -7 | -0.3 | -0.3 | -0.7 | 0 | -11
O=c1cc(-c2ccsc2)oc2cc(-c3ccc4c(c3)OCO4)ccc12 | -0.5 | 1 | x | 1 | i | 0.4 | 7.7 | -7 | -4
O=C1N=C2N(CCN3CCCCC3)c3ccccc3N2/C1=C\c1ccc([N+](=O)[O-])s1 | -0.2 | 3 | x | 0 | 2.1 | -1.5 | 0.8 | -12 | -8
OCCCNc1ncnc2sc(-c3ccccc3)cc12 | 0.7 | -3 | -5 | -4 | -0.9 | 4.5 | 1.0 | -11 | -17
Cc1cc(NC(=O)CSc2nnc(Cc3ccccc3)o2)no1 | 1.2 | 6 | 6 | -1 | -1.1 | x | -0.3 | 6 | -16
Cc1ccc(OCC(=O)N(Cc2ccco2)C2CCS(=O)(=O)C2)cc1C (stereo not drawn) | -1.2 | 10 | 2 | x | -0.2 | x | -1.1 | 2 | -4
COc1ccc(CNC(=O)c2ccc3ccccc3n2)cc1OC | -1.7 | 17 | 3 | 8 | -0.2 | 1.0 | 0.4 | 9 | -1
CCCCC(=O)Nc1cc([N+](=O)[O-])ccc1F | -1.1 | 0 | -7 | -13 | i | 4.6 | -0.9 | -7 | -18
CC1CCCCC12NC(=O)N(CC(=O)NNC(=O)c1ccc(Br)cc1)C2=O (stereo not drawn) | -0.1 | 1 | x | -7 | i | 2.2 | -0.2 | -9 | 1
O=C(CC1C(=O)NCCN1CC(c1ccccc1)c1ccccc1)NC1CC1 (stereo not drawn) | -0.8 | -5 | 3 | -5 | -0.2 | 0.6 | -0.3 | -2 | 15
CCOC(=O)c1c(NC(=O)CSc2c[nH]c3ccccc23)sc2c1CCCC2 | 1.1 | 3 | -4 | 3 | -0.3 | 1.2 | 1.4 | -4 | -1
CN(C)C(CNC(=O)CCNC(=O)c1ccccc1Cl)c1ccco1 (stereo not drawn) | -0.2 | 5 | x | 0 | -0.4 | 0.2 | 0.1 | -6 | 4
CCOC(=O)C(=O)N=Nc1c(O)n(C)c2ccccc12 | -0.4 | 3 | 1 | -32 | -0.3 | 1.5 | 0.2 | -1 | -10
CC(C)n1ncc2c(C(=O)NCCOc3ccccc3F)cc(C3CC3)nc21 | -1.0 | 22 | x | 3 | i | -0.8 | 4.8 | 2 | -3
CCc1ccc(NC(=O)CNC(=O)[C@@H]2Cc3ccccc3CN2C(=O)OC(C)(C)C)cc1 | 2.6 | 18 | 8 | 6 | 11 | -0.5 | 0.5 | -3 | -6
Cc1ccc(S(=O)(=O)C(C#N)=C2N(C)c3ccccc3N2C)cc1 | 2.1 | -3 | 0 | -4 | i | 2.6 | 0.8 | -1 | -1
COc1ccc(-c2c(C(C)=O)c(C)nc3sc4c(c23)NC(c2ccccc2)NC4=O)cc1 (stereo not drawn) | -0.1 | -12 | -4 | 3 | -2.6 | x | 0.1 | -2 | 1

Compounds listed so far that have two or more sulfur atoms (2):
SMILES | BoNT-A LC inh2 | Y pestis TopoI | SARS 3CLpro inh | PrPC surface inh | BH1578 lux ind | TcdB GH inh | PfHsp40 yeast | Anthrax LF prot | SSB-PriA inh
Cc1ccc(C)c(NC(=O)Cc2ccc(S(=O)(=O)N3CCCCC3)s2)c1 | 0.8 | 2 | -1 | 0 | -1.4 | x | -1.5 | -2 | -1
CCOC(=O)c1c(NC(=O)CSc2c[nH]c3ccccc23)sc2c1CCCC2 | 1.1 | 3 | -4 | 3 | -0.3 | 1.2 | 1.4 | -4 | -1

Continued.
SMILES | BoNT-A LC inh2 | Y pestis TopoI | SARS 3CLpro inh | PrPC surface inh | BH1578 lux ind | TcdB GH inh | PfHsp40 yeast | Anthrax LF prot | SSB-PriA inh
CNC(=O)C1(C(F)(F)F)C/C(=C\CCO)CCCO1 (stereo not drawn) | -0.3 | 5 | 0 | 2 | i | 1.1 | 0.4 | -10 | -9
CCOc1ccc2c(C)c(Cl)c(=O)oc2c1 | 0.4 | -4 | 1 | -12 | 0.6 | x | 0.9 | 1 | -9
COc1ncnc2c1ncn2CCCNCC(C)c1ccccc1 (stereo not drawn) | -0.6 | -4 | x | 4 | -0.2 | 1.3 | x | 0 | x
CCCN(C(=O)CSc1cc(-c2ccccc2)c2ccc(OC)cc2n1)C1CCS(=O)(=O)C1 (stereo not drawn) | 0.6 | 31 | 3 | -3 | i | x | 2.0 | -1 | 3
Cc1ccc(S(=O)(=O)NCCNc2ccccc2[N+](=O)[O-])cc1 | -1.0 | -4 | 5 | -16 | -0.3 | 1.8 | 0.2 | -4 | 14
CCOC(=O)CON1C(=O)C(C)(C)N(OCC(=O)OCC)C(=O)C1(C)C | -0.1 | -2 | 3 | -3 | -0.4 | x | -0.4 | 0 | -27
CCCN(CCC)Cc1cc2ccccc2c2c1COC2 | 0.3 | 11 | -1 | -12 | -0.2 | x | -1.4 | -1 | -10
CN(C)/C=C(/C(=O)c1ccccc1Cl)S(C)(=O)=O | 0.0 | 4 | -8 | 10 | i | 0.9 | -1.3 | 0 | -9
Cc1ccc(N(CC(=O)N2CCOCC2)S(C)(=O)=O)cc1Cl | 2.5 | 8 | 0 | 1 | -1.7 | 1.3 | -0.8 | -12 | -12
CC(C)c1ccc(NC(=O)c2csnn2)cc1 | -0.4 | 9 | 4 | 0 | -3.8 | 1.1 | -0.1 | -3 | -6
CC1CN(c2nnc(-c3ccccc3)c3ccccc23)CC(C)O1 (stereo not drawn) | 2.5 | 7 | 0 | -1 | -0.5 | 0.5 | 0.4 | -1 | 3
CC1CCc2c(sc(NC(=O)Cn3nc(C(=O)O)c4ccccc4c3=O)c2C#N)C1 (stereo not drawn) | x | -7 | 2 | 2 | -0.2 | 0.2 | -0.5 | x | 9
O=C(NCC1CCCO1)c1sc(=S)n2c1[nH]c(=O)c1ccc(C(=O)N3CCCCC3)cc12 (stereo not drawn) | 0.8 | 18 | 3 | 5 | i | x | 7.8 | 2 | 4
O=C(Nc1cc2c3c(c1)CC(=O)N3CCC2)C1CC1 | 1.5 | -6 | x | -2 | i | -2.7 | -1.6 | -10 | -4
O=C(c1cc(-c2ccco2)nc2ccccc12)N1CCN(c2ccc(F)cc2)CC1 | -0.8 | 30 | -5 | -6 | i | 0.9 | 7.2 | -4 | -1
O=Cc1ccccc1OCCN1CCCC1=O | -4.3 | 5 | -2 | 2 | 0.8 | 0.2 | -0.7 | 5 | -14
CC(=O)C1=C(O)C(=O)N(Cc2ccco2)C1c1ccc(F)cc1 (stereo not drawn) | -0.2 | -5 | -1 | 4 | 5.9 | -0.1 | -0.1 | -4 | -3
Cc1oc(-c2cccc(Cl)c2)nc1CSCC(=O)O | 0.1 | 4 | 0 | 3 | -0.3 | -1.3 | -1.2 | -3 | -4
CC(=O)c1cccc(NC(=O)CN2CCN(S(=O)(=O)/C=C/c3ccccc3)CC2)c1 | -4.8 | 14 | x | -1 | i | -0.3 | 0.3 | 4 | 1
CCOc1ccc(S(=O)(=O)Nc2cccc(C(=O)NCCCn3ccnc3)c2)cc1 | -0.5 | 0 | x | 6 | i | 2.2 | 1.3 | -8 | 1
CCOc1ccc(Oc2ccccc2NC(=O)CN2C(=O)NC3(CCCC3)C2=O)cc1 | 1.8 | 0 | x | -3 | i | 1.4 | 0.0 | 6 | -5
O=C(NC1CCCC1)c1ccc2c(c1)N(Cc1ccc(F)cc1)CCS2 | 0.5 | 26 | -4 | -3 | -0.4 | 1.3 | -1.2 | 1 | -5
Nc1ncc(-c2nnnn2-c2ccc(Cl)cc2)c(-c2ccc(Cl)cc2)n1 | -0.4 | 18 | 0 | 7 | i | x | 1.9 | 3 | -11
CCC(=O)N1CCN(c2ccc(NC(=S)NC(=O)c3cccc([N+](=O)[O-])c3)cc2)CC1 | 0.1 | 5 | 1 | -1 | 33* | x | 0.5 | -9 | 7
CCCCn1c(N)c(N(CC(C)C)C(=O)CCNC(=O)c2ccc(Br)cc2)c(=O)[nH]c1=O | -0.4 | 2 | x | 3 | -2.4 | -0.6 | 0.2 | 0 | -12
CC(C)c1ccc(OCC(=O)NNC(=S)NC(=O)C2CC2)cc1 | -1.2 | 1 | 6 | -9 | 0.1 | 1.0 | 0.8 | -3 | 7
Cc1c(C(=O)Nc2ccccc2)cnn1-c1ccccc1 | -0.2 | -1 | x | -4 | -0.5 | 4.0 | 0.3 | -4 | -4
Cc1ccc(-n2nc3c(=O)n(CC(=O)NCCc4cccs4)nc(C)c3c2C)cc1 | -0.1 | 7 | -1 | 8 | -0.3 | -1.3 | -0.9 | 0 | -4
CCOC(=O)CN1C(=O)c2ccccc2Sc2ncccc21 | -2.9 | 1 | 2 | -4 | i | -2.4 | -1.3 | 0 | 0
CC(=O)c1sc(NC(=O)c2c(F)cccc2F)nc1-c1ccccc1 | 0.3 | -6 | 3 | 25* | -0.5 | 1.4 | 7.4 | 0 | -20
Cc1cc(C)nc(NN2C(=O)C=CC2=O)n1 | -1.8 | -3 | -5 | x | i | x | 0.3 | 13 | -8
CCOC(=O)c1sc(NC(=O)CSc2ncccn2)nc1C | -3.4 | 1 | 2 | -4 | -0.2 | 0.7 | -0.3 | -1 | -9
CC1(C(=O)NC2CCCC2)CCC(=O)N1Cc1cccs1 (stereo not drawn) | u | 4 | -1 | 3 | -1.2 | -0.3 | 1.1 | -4 | 2
COc1ccc(NS(=O)(=O)c2cccc(C(=O)N/N=C(\C)c3ccncc3)c2)cc1 | 0.9 | -3 | -4 | 2 | -0.2 | -5.2 | -1.1 | 0 | x
O=C1NC2C(=CC(O)C(O)C2O)c2cc3c(c(O)c21)OCO3 (stereo not drawn) | -0.3 | -5 | x | 89* | i | 0.5 | 0.5 | -4 | -23
O=C(NCCN1CCN(c2ccccc2)CC1)c1cccc(Cl)c1 | -0.3 | -5 | -2 | 0 | -0.6 | -0.2 | 0.1 | -3 | 9&-10
CC(=O)NC1=NN(C(C)=O)C(c2ccc(C(C)C)cc2)S1 (stereo not drawn) | 0.3 | -3 | -7 | 5 | -0.4 | x | -0.7 | -4 | 5
COc1ccccc1CNS(=O)(=O)c1c(C)[nH]c(C)c1C(=O)N1CCCCC1 | 0.6 | 4 | 3 | 5 | i | -1.0 | 0.7 | 0 | 7
Cc1ccc(NC(=O)CN2C(=O)NC3(CCCC3)C2=O)c(Cl)c1 | -1.1 | -1 | 6 | 0 | i | 0.7 | -1.1 | 4 | -3
CCCCNC(=S)N/N=C/c1cccc(OCC)c1O | -0.6 | 1 | 1 | -3 | -0.4 | 1.8 | -0.2 | -1 | x
CCC(Sc1nc(-c2ccccc2)cc(=O)[nH]1)C(=O)O (stereo not drawn) | -0.4 | 0 | 2 | 0 | -1.5 | x | -0.8 | -5 | -3
O=C1CC(c2c(F)cccc2Cl)C2=C(COC2=O)N1 (stereo not drawn) | 0.3 | -1 | 0 | 6 | -5.3 | x | 0.0 | 1 | -15
